Compound activity deposited in PubChem by several laboratories.
PMI inhibitors = inhibitors of human PMI, primary screen, biochemical, fluorescence intensity, coupled assay (AID 1209); purified PMI enzyme, coupled fluorescence intensity; higher % means a stronger effect; inhibition, % at 20 µM; hits with a dose series show IC50 in µM; actives 0.42% (n = 190,000);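 also: plate controls were DMSO vehicle for no effect and wells lacking substrate for full effect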
UTI89 phage lysis = inhibition of K1F phage lysis, E. coli UTI89, bacterial capsule biogenesis inhibitors, alamar blue (AID 488966) | E. coli UTI89 K1F phage lysis, alamar blue, 2 h; higher % means a stronger effect | one-dose inhibition, % at 100 µM; IC50 in µM for titrated hits | actives 0.02% (n = 340,000);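 active = phage lysis inhibition, versus mean bacterial control, above a set limit; inconclusive = no clear call, values can overlap the other calls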;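 also: capsule biogenesis inhibitors block K1F phage lysis so surviving cells raise fluorescence; higher fluorescence means more inhibition of phage lysis; actives were called in the ten point dose series up to 300 µM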
M1AAP inhibition = malaria alanyl aminopeptidase activity blockers – biochemical, fluorogenic H-Leu-NHMec substrate, 1536-well (AID 1445) | recombinant M1AAP, H-Leu-NHMec fluorogenic kinetic assay; higher % means a stronger effect | inhibition, % at 30 µM; hits with a dose series show IC50 in µM | actives 0.42% (n = 220,000);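 active = primary inhibition above the hit cutoff, then over 50% inhibition at one or more dose response concentrations, cut at about 23% in these data, passing the limit was not always enough; inconclusive = conflicting primary data, or primary hits not chosen for dose response; inactive = low primary inhibition, or under 50% at every dose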;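 also: plate controls were DMSO full reaction for no effect and no enzyme background for full effect; strong numbers were not always called active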
TNAP activators = human TNAP enzyme activators, primary screen, biochemical, luminescent, no phosphate acceptor, uHTS (AID 1001); purified TNAP, luminescent activation assay, no phosphate acceptor; higher activation fold means a stronger effect; one-dose activation fold at 20 µM; EC50 in µM for titrated hits; actives 0.03% (n = 200,000); in the data active = activation fold from about 3, or a potency from the dose series; inactive = the rest, 99 in 100 with activation fold below about 1.6; also: many of its hits are not listed in these tables
T cell modulator = modulates CD8 T cell binding to vesicles | 2C CD8+ T cell-vesicle binding, flow cytometry; hits give low values | calls only at 7 µM | actives 0.068% (n = 330,000) | AID 2052;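 active = response, share of CD8 T cells binding vesicles, and their 90th percentile fluorescence all below set limits, cut at about 80% in these data, passing the limit was not always enough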
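Also added: QL9-peptide-loaded Drosophila micro-vesicles bearing Ld, ICAM-1 and B7-1; Test system: purified 2C TCR transgenic mouse naive CD8+ T cells; Measured by: cytometric PE anti-B7-1 and Alexa647 anti-CD8 signals after 1% paraformaldehyde fixation; Timing: binding step 1.5 h, 37 °C, antibody labelling 20 min, ice.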
West Nile virus CPE = inhibition of WNV-induced cytopathic effect – cell-based, CPE readout (AID 1621); West Nile virus-infected cells, CPE inhibition; higher % means a stronger effect; actives 0.02% (n = 290,000); CPE inhibition, % at 10 µM, or IC50 in µM where a hit was titrated; in the data active = a potency from the dose series; inconclusive = CPE inhibition mostly from about 3.7% at the one dose, without a potency; inactive = the rest, 99 in 100 with CPE inhibition below about 2.2%; also: strong numbers were not always called active
human PMI inhibitors = MPI inhibition at elevated mannose 6-phosphate – biochemical, fluorescence intensity, high mannose 6-phosphate, primary screen (AID 1220); recombinant PMI enzyme, coupled fluorescence intensity; higher % means a stronger effect; inhibition, % at 20 µM; hits with a dose series show IC50 in µM; actives 0.66% (n = 190,000)
M17LAP inhibition = P. falciparum M17LAP inhibitors, primary screen, biochemical, fluorogenic H-Leu-NHMec substrate, 1536-well (AID 1619); recombinant M17LAP, H-Leu-NHMec fluorogenic kinetic assay; higher % means a stronger effect; actives 0.38% (n = 220,000); one-dose inhibition, % at 30 µM; IC50 in µM for titrated hits;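 active = compound inhibiting the enzyme by more than half at any dose during confirmatory dose-response retesting; inconclusive = strong single-dose inhibitors picked by rank but not retested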;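 also: plate controls were full reaction with DMSO carrier for no effect and no enzyme background for full effect; strong numbers were not always called active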
RSV CPE inhibition = inhibition of RSV-induced cytopathic effect – HEp-2 cells, primary 10 µM value included (AID 2391). actives 0.13% (n = 310,000). HEp-2 cells, RSV-induced CPE inhibition; higher % means a stronger effect. one-dose CPE inhibition, % at 10 µM; IC50 in µM for titrated hits; in the data active = a potency from the dose series; inconclusive = CPE inhibition mostly from about 23% at the one dose, without a potency; inactive = the rest, 99 in 100 with CPE inhibition below about 21%; also: strong numbers were not always called active
T cell modulator vesicle-bound % = second read-out of T cell modulator, no call of its own (marks repeat the call); double positive events, %; measured here: CD8+ vesicle-bound cell fraction;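 binding gate set so that unloaded-vesicle control wells show 10% double positive cells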
Numbers without * were called inactive; i = inactive; ? = inconclusive; · = no result given; [ ] = dose if it differs, or a comment. Rule as the data show it, unless noted: active = inhibition above about 50%; inactive = the rest.

SMILES	PMI inhibitors	UTI89 phage lysis	M1AAP inhibition	TNAP activators	T cell modulator	T cell modulator vesicle-bound %	West Nile virus CPE	human PMI inhibitors	M17LAP inhibition	RSV CPE inhibition
Cn1nnnc1SCC1=C(C(=O)O)N2C(=O)[C@@H](NC(=O)[C@H](O)c3ccccc3)[C@H]2SC1	8%	4.0%	17%	0.8	i	17	0.5%	9%	12µM*	3.7%
COC(=O)C(C)Sc1nnc2n(-c3cccc(C)c3)c(=O)c3c4c(sc3n12)CCCC4 (stereo not drawn)	4%	-2.1%	-3%	1.1	i	30	0.1%	1%	-13%	3.6%
COc1ccc(S(=O)(=O)N(C)CC(=O)N2CCCCCC2)cc1	·	0.1%	·	·	i	47	0.0%	·	·	1.4%
COc1ccccc1OCC(=O)Nc1nc(C)c(C)s1	·	1.0%	·	·	i	36	-1.5%	·	·	1.7%
CCNc1nc(NC(C)(C)C)nc(SCC(N)=O)n1	2%	-0.5%	-1%	1.1	i	61	0.1%	5%	-1%	0.8%
CSCCC(N=C(NS(=O)(=O)c1ccc(Br)cc1)c1ccccc1)C(=O)O (stereo not drawn)	-12%	0.2%	-2%	1.2	i	36	0.3%	-8%	4%	-2.5%
CCOc1ccc(S(=O)(=O)NCCC(=O)Nc2cccc(C(=O)OC)c2)cc1	·	0.4%	·	·	i	26	-0.7%	·	·	7.1%
O=C(O)c1cccc(S(=O)(=O)N2CCCC2)c1	4%	0.5%	-3%	1.1	i	38	-0.2%	8%	-15%	0.9%
C[C@@H](C(=O)Nc1ccccc1N1CCOCC1)N1C(=O)C2CC=CCC2C1=O (stereo partly drawn)	1%	0.1%	2%	1.2	i	32	0.3%	1%	-4%	-0.5%
Cc1ccc(/C=N/NC(=O)CNC(=O)COc2ccccc2)o1	-4%	2.0%	1%	1.1	i	38	-0.1%	-8%	4%	-0.2%
CC(=O)c1cc(NC(=O)c2ccc(Cl)cc2)c(=O)oc1/C=C/N(C)C	13%	0.2%	2%	0.8	i	18	-0.3%	9%	-3%	0.7%
CC(=O)N(Cc1ccco1)c1nc(C(=O)Nc2ccc(Cl)cc2)c(C)s1	28%	-0.5%[50 µM]	6%	1.4	i	45	-1.0%	23%	20%	1.9%
Cc1noc(C(=O)Nc2cccc(Cl)c2)c1Cl	·	-0.6%[50 µM]	·	·	i	20	-0.6%	·	·	1.6%
CCCc1cc(C(=O)Nc2ccc(C(=O)c3ccc(F)cc3)cc2)n(C)n1	·	-0.1%	·	·	i	6	-1.2%	·	·	5.3%
CC1=CC2=NC(=O)CC(C)(C(=O)N(CC(=O)NC3CCCC3)c3ccccc3C)N2C=C1 (stereo not drawn)	·	-0.1%	·	·	i	16	-0.3%	·	·	-0.5%
CCn1c(COc2ccccc2C)nnc1SCC(=O)Nc1cc(C)on1	-3%	0.9%	-6%	0.9	i	56	0.4%	5%	-6%	0.8%
O=C(Cn1ccc(C(F)(F)F)n1)N=Nc1c(O)[nH]c2ccc(Br)cc12	0%	0.4%	6%	1.5	i	32	-0.3%	8%	4%	38%
CC(=O)Nc1ccc(S(=O)(=O)Nc2nc3cc4c(cc3nc2Cl)OCCO4)cc1	·	0.2%	?	·	i	35	0.5%	·	-1%	0.6%
Cn1nc(C(=O)N2CCCC2)c2ccccc2c1=O	4%	0.1%	3%	1.1	i	49	-0.9%	3%	-5%	-0.8%
CC(C)(C)C(=O)Nc1cccc(-c2nnc(-c3cccc(NC(=O)C(C)(C)C)c3)o2)c1	4%	0.0%	3%	1	i	41	0.5%	6%	13%	1.5%

Given comma-delimited: two of the compounds above.
canonical_smiles,PMI inhibitors,UTI89 phage lysis,M1AAP inhibition,TNAP activators,T cell modulator,T cell modulator vesicle-bound %,West Nile virus CPE,human PMI inhibitors,M17LAP inhibition,RSV CPE inhibition
CC(=O)Nc1ccc(S(=O)(=O)Nc2nc3cc4c(cc3nc2Cl)OCCO4)cc1,·,0.2%,?,·,i,35,0.5%,·,-1%,0.6%
Cn1nc(C(=O)N2CCCC2)c2ccccc2c1=O,4%,0.1%,3%,1.1,i,49,-0.9%,3%,-5%,-0.8%

Remaining list, next part
SMILES	PMI inhibitors	UTI89 phage lysis	M1AAP inhibition	TNAP activators	T cell modulator	T cell modulator vesicle-bound %	West Nile virus CPE	human PMI inhibitors	M17LAP inhibition	RSV CPE inhibition
Cc1cnc(NC(=O)c2ccc3c(c2)C(=O)N(Cc2ccco2)C3=O)s1	17%	0.4%	4%	1.1	i	49	0.1%	12%	7%	-0.4%
Cc1cc(N2CCN(CC(O)C(F)(F)F)CC2)c2ccccc2n1 (stereo not drawn)	·	0.3%	·	·	i	9	-0.6%	·	·	-0.5%
COc1ccc(-c2cc(C(F)(F)F)nc(NC3CCCC3)n2)cc1OC	14%	0.1%	9%	1	i	25	-0.6%	13%	-6%	5.5%
O=C(CN1CCCC1)Nc1ccc(-c2nc3cc(NC(=O)CN4CCCC4)ccc3o2)cc1	19%	0.3%	13%	1.1	i	37	22%	17%	-49%	1.3%
COP(=O)(/C=C/c1ccccc1)C(O)c1ccc(F)cc1 (stereo not drawn)	1%	0.8%	4%	1.1	i	23	0.2%	-1%	14%	-0.5%
CSc1ccccc1NC(=O)CN(C)CC(=O)Nc1cc(C)ccc1C	12%	0.2%	-3%	1.1	i	55	-0.9%	9%	-8%	1.8%
CCN1CCN(c2nc3c(c(=O)[nH]c(=O)n3C)n2Cc2ccccc2)CC1	·	0.4%	·	·	i	57	0.0%	·	·	0.7%
C[C@@H](NC(=O)[C@@H]1Cc2ccccc2CN1)C(=O)Nc1ccc2c(c1)OCCO2	·	0.1%	·	·	i	8	-0.1%	·	·	0.3%
Cc1nc(SCc2ccccc2)n[nH]1	·	0.1%	·	·	i	37	-0.6%	·	·	-2.2%
Cc1ccccc1NS(=O)(=O)c1ccc(OCC(=O)NCc2ccco2)cc1	6%	0.3%	3%	1.2	i	43	0.0%	4%	8%	2.0%
CCN1CCC(O)(C#Cc2ccccc2)CC1	·	-0.2%	·	·	i	52	0.7%	·	·	0.6%
COc1cccc(CNC(=O)CCC(=O)N2CCSc3ccccc32)c1OC	·	3.0%	·	·	i	16	-0.6%	·	·	2.1%
Cc1cccc(N2C(=O)N3[C@@H]4c5ccccc5OC[C@@H]4[C@@H](c4ccccc4)[C@@]3(C)C2=O)c1	·	1.7%	·	·	i	27	-0.8%	·	·	-0.1%
O=S(=O)(Nc1nccs1)c1ccc(F)cc1	·	0.1%	5%	1	i	16	0.3%	·	3%	2.0%
O=C(O)CSc1nnc(-c2ccco2)o1	-7%	-0.4%	0%	1.1	i	30	0.1%	-3%	-1%	1.5%
O=C(Nc1cccnc1)OCc1ccccc1	·	0.2%	·	·	i	34	-0.4%	·	·	1.3%
CCC(=O)N(CCC(Cc1ccccc1)c1ccc2c(c1)OCO2)Cc1ccccc1F (stereo not drawn)	6%	2.2%	15%	1	i	61	·	4%	-5%	12%
CCOc1ccc(S(=O)(=O)N/N=C(\C)C2CCCCC2)cc1	-6%	3.1%	2%	1.1	i	47	0.1%	-7%	-4%	0.4%
O=C(Oc1cc(-c2ccccc2)no1)c1cccc(C(F)(F)F)c1	-14%	1.0%	1%	1.1	i	42	0.0%	-16%	-1%	2.2%
COc1ccc(OC)c(N(CC(=O)NCc2ccccc2)S(=O)(=O)c2ccc(OC)c(OC)c2)c1	·	-0.1%	·	·	i	54	-0.3%	·	·	1.6%
CN1CCCN=C1/C=C/c1cccs1	·	0.5%[50 µM]	·	·	i	22	-0.1%	·	·	2.1%
Nc1[nH]n(-c2ccccc2)c(=O)c1N=Nc1ccccc1[N+](=O)[O-]	-2%	0.1%	-3%	1	i	3	-0.3%	-3%	-9%	1.1%
O=C(Nc1ccc(F)cc1)c1ccccc1Oc1ccc(C(F)(F)F)cc1[N+](=O)[O-]	12%	4.1%	5%	1	i	42	-1.4%	7%	6%	13%
COCCn1c(-c2ccc(OC)cc2)nc2ccccc21	-4%	0.2%	-2%	1.1	i	28	-0.6%	-11%	4%	0.6%
CC(=O)c1c(C)nc(-c2ccccc2)nc1N	5%	0.3%	4%	1.1	i	57	-0.8%	-1%	5%	1.5%
Cc1c(C(=O)N2CCCCCC2)nnn1-c1nonc1N	-2%	1.2%	7%	1.1	i	49	-0.4%	-9%	2%	1.1%
CS(=O)(=O)N(CC(=O)N1CCc2ccccc2C1)c1ccccc1Br	·	-0.1%	·	·	i	58	-1.1%	·	·	1.9%
Nc1nonc1C(=O)N/N=C/c1ccc(Br)o1	·	-1.3%	16%	·	i	44	0.2%	·	28%	0.9%
O=C(O)CCCC(=O)Nc1nncs1	4%	2.3%	4%	1.1	i	44	0.7%	3%	0%	0.6%
COc1ccc(CCNC(=O)C2CC(c3ccccc3C(F)(F)F)=NO2)cc1 (stereo not drawn)	·	0.1%	7%	·	i	42	-0.5%	·	4%	0.4%
CCC(/C=N/NC(=O)CCCCC(=O)N/N=C/C(CC)CC)CC	1%	0.2%	-3%	1.2	i	33	0.8%	3%	-3%	-0.1%
COc1cccc(C2=NN(C(C)=O)C(c3cccs3)C2)c1 (stereo not drawn)	·	0.9%[50 µM]	·	·	i	42	-0.5%	·	·	0.9%
Cc1ccc(OCc2cc(C(=O)N(C)Cc3cnn(-c4ccccc4C)c3)no2)cn1	·	2.4%[50 µM]	·	·	i	27	-1.0%	·	·	0.9%
C/C=C\C=C\C(=O)N1CC2(CC(c3cccc(NC(=O)CC(c4ccccc4)c4ccccc4)c3)=NO2)C[C@H]1C(N)=O (stereo partly drawn)	·	0.9%	8%	·	i	7	-0.1%	·	6%	7.5%
O=C(Nc1ccc2c(c1)OCCO2)c1cc(-c2ccccn2)nc2ccc(Br)cc12	-8%	1.4%	1%	0.9	i	56	0.0%	-14%	4%	2.1%
O=C(CNS(=O)(=O)c1ccc(F)cc1)N1CCOCC1	·	-0.1%	·	·	i	21	0.8%	·	·	1.1%
COc1ccc(NC(=O)CCC(=O)N2CCOCC2)c([N+](=O)[O-])c1	·	1.8%[50 µM]	·	·	i	22	0.0%	·	·	1.7%
Cc1cccc(N2CCN(C(=O)CNC(=O)c3ccccc3)CC2)c1C	·	0.1%	·	·	i	20	-1.7%	·	·	2.2%
CCN1CCN(C(=O)c2cn(CC)c3ccc(S(=O)(=O)N(C)C)cc3c2=O)CC1	0%	2.9%	11%	1.1	i	44	-0.3%	7%	20%	0.7%
